Bioassay records: PubChem BioAssay, Sanford-Burnham Center for Chemical Genomics
H9c2 TAG inh – inhibitors of triacylglycerol accumulation, primary screen, cell-based, uHTS, fluorescence, H9c2 | H9c2 cells, Nile Red lipid (TAG) fluorescence; cells loaded with 200 µM oleic acid | inhibition, % at 12.5 µM | hit rate 0.66% among 230,000;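 active = pattern-corrected inhibition of lipid staining of at least 50% with the nuclear-stain viability signal not falling by more than 50%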;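 also: 0% = DMSO wells and 100% = triacsin C control wells; some results filed as inactive read as strong as hits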
H9c2 TAG inh DAPI viability – further read-out of H9c2 TAG inh, marked with its call; DAPI nuclei signal change (viability), lower = more cytotoxic, %;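 whole-well DAPI fluorescence read on a plate reader as a viability signal; minus 50 percent equals half of cells still viable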
An asterisk follows results filed as active.

SMILES	H9c2 TAG inh	H9c2 TAG inh DAPI viability
Cc1sc(NC(=O)c2ccco2)c(C(c2ccccc2)N2CCC(C)CC2)c1C (configuration not stated)	-6.7	7.1
CN1CCCN(C2C3CC4CC(C3)CC2C4)CC1 (configuration not stated)	7.5	7.2
Cc1ccc(C(NC(=O)C2CCN(CCCOc3ccccc3)CC2)c2ccccn2)cc1 (configuration not stated)	5.3	13.7
CC(C)(C)OC(=O)N(CCc1ccccc1)Cc1cccc(OCc2cccc(NC(=O)C3CCCC3)c2)c1	-1.5	-4.6
Cc1cc(C)n(-c2ccc(C(=O)OCC(=O)c3ccc(Br)s3)cc2)n1	-14.9	5.0
CCOc1ccccc1/C=N/NC(=O)CNC(=O)COc1ccccc1	21.8	-5.5
O=c1oc2ccccc2c(NC(c2ccccc2)c2ccccc2)c1[N+](=O)[O-]	-16.8	11.3
Cc1cc2cc(CNC(=O)CCC(=O)O)ccc2[nH]1	-9.8	1.7
COc1cc(C2Oc3ccccc3C=C2[N+](=O)[O-])cc(OC)c1OC (configuration not stated)	3.5	-9.4
COc1ccc(C2=NOC3(CC(=O)N(c4ccc(F)cc4)C3=O)C2)cc1 (configuration not stated)	3.1	-2.2
COc1ccc(-c2coc3c(C(=O)NCCN(C)C)cccc23)c(C)c1	-2.2	18.9
CSCC[C@H](NC(=O)C1CCN(S(=O)(=O)c2ccc(C)cc2C)CC1)c1nc2ccccc2[nH]1	0.2	0.7
COc1ccc(-c2csc(NC(=S)NC(=O)c3cccs3)n2)cc1Br	8.7	0.4
CCOC(=O)C(=O)/C(=C\N(C)C)c1onc(-c2c(F)cccc2Cl)c1C(=O)OC	8.2	-10.1
O=C(CC1Oc2ccccc2NC1=O)NCc1ccccc1 (configuration not stated)	17.9	-6.7
COc1cccc(-c2ccc(SCc3ccccn3)nn2)c1	-9.1	-1.4
C=C1C(=O)OC2C1C(OC(=O)C(C)=CC)CC(=C)C1C(O)C3OC3(C)C21O (configuration not stated)	23.3	4.5
CC1(C(=O)NS(=O)(=O)c2ccc(F)cc2F)CCN1C(=O)CC1CC1 (configuration not stated)	2.0	-4.9
Cc1ccc(C(=O)NCCCc2ccccc2)c(C)c1	-9.6	-6.9
Cn1c(N)c(C(=O)COC(=O)/C=C/c2ccc(F)cc2)c(=O)n(C)c1=O	-5.6	4.9
COc1ccc(N(CC(=O)Nc2c(C)n(C)n(-c3ccccc3)c2=O)S(=O)(=O)c2ccc(C)cc2)cc1	12.3	5.4
CC(=O)Nc1ccc(S(=O)(=O)N/N=C/c2ccc(C)o2)cc1	6.0	-10.3
CCC1CC(C)(C(=O)Nc2ccc(S(N)(=O)=O)cc2)OC1=O (configuration not stated)	-2.4	-4.1
Cc1ccc(C)c(/C(O)=C2/C(=O)C(=O)N(CCN3CCOCC3)C2c2ccc(C)o2)c1 (configuration not stated)	-7.6	-6.4
CN(C(=O)COC(=O)c1cccc(S(=O)(=O)N2CCOCC2)c1)C1CCS(=O)(=O)C1 (configuration not stated)	-8.6	-5.0
CCOc1ccc(N(CC(=O)N/N=C/c2cccnc2)S(C)(=O)=O)cc1	-2.8	-0.1
COc1ccccc1NS(=O)(=O)c1cccc(C(=O)OCC(=O)NC2CC2)c1	11.3	-7.0
COc1ccc(C(C[N+](=O)[O-])c2c(C)[nH]c3ccccc23)cc1OC (configuration not stated)	12.9	-6.7
CCCCCc1c(C)c(C#N)c2nc3ccccc3n2c1-n1ccnc1C	13.5	-19.6
CC(=O)c1ccc(OCC(=O)N(C)C2CCS(=O)(=O)C2)cc1 (configuration not stated)	-10.4	1.7
COc1cccc(C2C(C(=O)Nc3nc4ccccc4s3)=C(C)NC3=C2C(=O)CC(C)(C)C3)c1OC (configuration not stated)	23.5	5.3
Cc1ccc(NC(=O)CN2C(=O)NC3(CCCCCCC3)C2=O)cc1C	2.2	7.7
O=C(Nc1cccc(NC(=O)c2cccs2)c1)c1cccnc1	9.0	-6.5
COc1ccc(Cl)cc1NC(=O)CN(C)C(=O)c1cc(-c2ccncc2)nc2ccccc12	0.2	-2.2
COc1ccc(CCn2c(-n3nc(C)cc3C)nc3c2c(=O)[nH]c(=O)n3C)cc1	54.1*	-17.4*
CC1Cc2ccccc2N1C(=O)c1ccc(Br)o1 (configuration not stated)	-4.9	3.5
O=C(CSc1nnc2ccccn12)NC(=O)c1cccc([N+](=O)[O-])c1	-1.7	-3.6
O=C(Nc1ccccc1)c1cc(C2CCCN(C(=O)C/C=C/c3ccccc3)C2)on1 (configuration not stated)	-27.4	17.2
Cc1ccc(/C(N)=N/OC(=O)CCC2CCCC2)cc1	-7.2	5.7
Cc1ccc(C(=O)N2CCN(c3ccc(NC(=O)COc4ccccc4C)cc3)CC2)cc1	-33.4	-1.5
O=C(Cn1nnc2ccccc21)N1CCCCC1	-4.1	8.4
CCN(CC(=O)Nc1ccc(NC(C)=O)cc1)C(=O)CCCc1nc2ccccc2c(=O)[nH]1	4.2	2.7
O=C(COC(=O)c1ccc(F)cc1Cl)NC1CCCCCCC1	-6.7	6.8
CN(c1ncc(C(F)(F)F)cc1Cl)N1C(=O)c2cccc([N+](=O)[O-])c2C1=O	2.3	-5.7
Cc1ccc(C)c(OCc2cc(C(=O)N3CCN(C(=O)c4ccco4)CC3)no2)c1	8.6	-3.9
O=C(CN1CCN(c2ccccc2)CC1)Nc1ccccc1Sc1ccccc1	-14.0	21.6
O=[N+]([O-])c1ccc(Sc2cc[n+]([O-])c3ccccc23)c([N+](=O)[O-])c1	-20.5	-6.7
CCN1CCN(c2nc(Nc3ccc(NC(C)=O)cc3)nc(Nc3ccc(NC(C)=O)cc3)n2)CC1	-9.6	21.6

In another format: 14 of the compounds above
Order of results – H9c2 TAG inh, H9c2 TAG inh DAPI viability
Cc1ccc(NC(=O)CN2C(=O)NC3(CCCCCCC3)C2=O)cc1C
  2.2, 7.7
O=C(Nc1cccc(NC(=O)c2cccs2)c1)c1cccnc1
  9.0, -6.5
COc1ccc(Cl)cc1NC(=O)CN(C)C(=O)c1cc(-c2ccncc2)nc2ccccc12
  0.2, -2.2
COc1ccc(CCn2c(-n3nc(C)cc3C)nc3c2c(=O)[nH]c(=O)n3C)cc1
  54.1*, -17.4*
CC1Cc2ccccc2N1C(=O)c1ccc(Br)o1 (configuration not stated)
  -4.9, 3.5
O=C(CSc1nnc2ccccn12)NC(=O)c1cccc([N+](=O)[O-])c1
  -1.7, -3.6
O=C(Nc1ccccc1)c1cc(C2CCCN(C(=O)C/C=C/c3ccccc3)C2)on1 (configuration not stated)
  -27.4, 17.2
Cc1ccc(/C(N)=N/OC(=O)CCC2CCCC2)cc1
  -7.2, 5.7
Cc1ccc(C(=O)N2CCN(c3ccc(NC(=O)COc4ccccc4C)cc3)CC2)cc1
  -33.4, -1.5
O=C(Cn1nnc2ccccc21)N1CCCCC1
  -4.1, 8.4
CCN(CC(=O)Nc1ccc(NC(C)=O)cc1)C(=O)CCCc1nc2ccccc2c(=O)[nH]1
  4.2, 2.7
O=C(COC(=O)c1ccc(F)cc1Cl)NC1CCCCCCC1
  -6.7, 6.8
CN(c1ncc(C(F)(F)F)cc1Cl)N1C(=O)c2cccc([N+](=O)[O-])c2C1=O
  2.3, -5.7
Cc1ccc(C)c(OCc2cc(C(=O)N3CCN(C(=O)c4ccco4)CC3)no2)c1
  8.6, -3.9

Going on with the list.
SMILES	H9c2 TAG inh	H9c2 TAG inh DAPI viability
COc1cc([N+](=O)[O-])ccc1NC(=O)COC(=O)c1ccc(NC(N)=O)cc1	1.2	9.9
COc1ccc(NC(=O)N(C)C[C@@H]2OCc3cn(nn3)CCCC(=O)N([C@H](C)CO)C[C@H]2C)c(OC)c1	2.0	-1.2
Cc1ccc(-n2nc3c(c2NC(=O)c2ccc4c(c2)OCO4)CS(=O)C3)cc1 (configuration not stated)	2.9	-3.5
Nc1nonc1-n1nnc(C(=O)N/N=C/C=C/c2ccccc2)c1CSC1=NCCS1	6.5	-3.9
CCOc1ccc(-c2nc(CCl)cs2)cc1OC	7.4	-6.7
COc1ccc(CNC(=O)C2CCN(S(=O)(=O)c3ccc(N4CCCC4=O)cc3)CC2)cc1	-24.3	8.5
COc1cc2c(cc1OC)C(C)N(C(=O)c1cccs1)CC2 (configuration not stated)	4.1	1.8
CC(=O)c1cc(CN2CCCCC2)cc(OC(C)C)c1	-6.8	11.7
CCNC(=O)c1sccc1-n1cccc1	-2.4	3.6
CCN(C(=O)C1CCCN1S(=O)(=O)c1cccc2nsnc12)c1ccccc1 (configuration not stated)	-13.4	1.6
COc1ccccc1NS(=O)(=O)c1ccc(N/N=C/c2ccccc2OCC(=O)O)c([N+](=O)[O-])c1	5.1	-7.7
CC(C)c1[nH]nc2c1C(c1cccc(OC(=O)N3CCOCC3)c1)C(C#N)=C(N)O2 (configuration not stated)	-2.5	2.8
CCOC(=O)c1c(N2C(=O)Nc3ccccc3N2O)sc2c1CCCC2	-5.2	0.9
COC(=O)c1c(S(=O)(=O)N2CCOCC2)c(C)n(C)c1C	-4.7	7.0
Cc1cccc(N2C(=O)CC(c3ccc(F)cc3)C3=C2COC3=O)c1 (configuration not stated)	-4.0	-0.9
CCc1ccc(/C(C)=N/NS(=O)(=O)c2ccc(OC)cc2)s1	6.8	4.4
COc1ccc2[nH]c(=O)c(CN(C(=O)c3ccccn3)c3ccccc3)cc2c1	17.4	-7.7
COc1cc(C)ccc1OCc1cc(C(=O)NC(c2ccccn2)C(F)(F)F)no1 (configuration not stated)	-2.7	-2.4
CCOc1ccccc1NC(=O)c1cc(-c2ccncc2)nc2c(Cl)cccc12	12.3	4.6
NC(=O)CC(NC(=O)Cc1cccc2ccccc12)c1ccc(NC2CCCCCC2)c([N+](=O)[O-])c1 (configuration not stated)	9.3	-1.0
O=C(N/N=C/c1ccc(N2CCOCC2)s1)c1ccc(O)cc1	11.6	6.6
COc1ccccc1OCc1n[nH]c(=S)n1Cc1ccccc1	10.3	1.4
O=C1CC(=O)N2CCSC2=N1	10.3	9.9
COc1ccc(NC(=O)COC(=O)CNC(=O)C2CCCCC2)cc1	-4.7	-2.6

Overlap with the part before: 2 entries, then new ones.
SMILES	H9c2 TAG inh	H9c2 TAG inh DAPI viability
O=C1CC(=O)N2CCSC2=N1	10.3	9.9
COc1ccc(NC(=O)COC(=O)CNC(=O)C2CCCCC2)cc1	-4.7	-2.6
CC1CN(S(=O)(=O)c2cccc(C(=O)OC/C(O)=C(\C#N)c3nc4ccccc4[nH]3)c2)CC(C)O1 (configuration not stated)	12.8	3.1
CCOC(=O)C1=C(O)/C(=C/N(C)C)N=C1C	4.6	-7.2
Cc1ccc(C(=O)NCC(=O)Nc2cc(C)ccn2)cc1	0.7	2.0
O=C(NCc1ccccc1)N(Cc1cc2cc3c(cc2[nH]c1=O)OCO3)CC1CCCO1 (configuration not stated)	5.3	-8.5
O=C(Cn1ccc2ccccc2c1=O)NCC1COc2ccccc2O1 (configuration not stated)	13.1	-6.5
C=CCn1c(SCC(=O)N2CCOCC2)nnc1C(C)NC(=O)c1ccccc1 (configuration not stated)	1.5	1.4
COc1ccc(-c2cc(C(=O)Nc3cc(S(N)(=O)=O)ccc3C)c3ccccc3n2)cc1OC	5.6	5.6
Cc1ccc(CC2(C)C(=O)Nc3c(Cl)ccc(Cl)c32)cc1 (configuration not stated)	-14.7	-2.1
COc1ccc(NC(=O)CCCOc2ccc(C)cc2)cc1S(=O)(=O)N1CCCCC1	-12.1	-0.5
CCCCN(C)c1c(C)nc2ccc(C(=O)Nc3ccc(OC)c(OC)c3)cn12	15.6	-10.2
O=C(NCCN1CCN(C(=O)c2cc3ccccc3oc2=O)CC1)c1cc2ccccc2oc1=O	-7.1	13.7
CCCCc1ccc(NC(=S)NN2CCOCC2)cc1	-7.5	3.7
Cc1cccc(NS(=O)(=O)c2ccc(C)c(C(=O)N(C)C)c2)c1	2.4	5.3
O=[N+]([O-])c1cc(S(=O)(=O)N2CCCC2)ccc1O	1.4	13.6
CCOc1ccc(C(=O)Cc2ccc3oc(C(=O)O)cc3c2)c(O)c1	0.1	2.4
CCc1cc(C)cc(OCCNC(=O)c2cncc(Br)c2)c1	2.9	2.4
CC(=O)N(c1ccccc1)c1nc2ccccc2s1	0.5	-5.5
CCOC(=O)C1=C(C(=O)OCC)N(Cc2ccccc2)CCC1=O	5.2	-10.3
O=C1C2C3C=CC(CC3)C2C(=O)N1c1ccccc1[N+](=O)[O-] (configuration not stated)	3.3	6.7
CC(=C/c1ccccc1)/C=N/NC(=O)c1ccc2nc[nH]c2c1	12.8	-5.2
CC(OC(=O)CCC1CCCC1)C(=O)Nc1ccccc1[N+](=O)[O-] (configuration not stated)	3.8	-7.9
Cn1nnc(NC(=S)NC(=O)c2ccc(-c3ccc(Br)cc3)o2)n1	4.0	-0.8
CC(=O)Nc1ccc(SC[C@H](Cc2ccccc2)N2CC[C@@H](C)CCC2=O)cc1	0.8	-6.2
Cc1noc(C)c1COc1ccccc1C(=O)N(C)CC(=O)Nc1ccc(F)cc1	-4.3	-6.7
CCCC(=O)Nc1sc(C)c(C)c1C#N	11.4	-2.7
CCC(=O)Nc1cccc(C2=NOC3(C2)C[C@@H](C(N)=O)N(C(=O)c2cc([N+](=O)[O-])cc([N+](=O)[O-])c2)C3)c1 (some centres not stated)	7.2	6.1
C=CCNC(=S)NCc1ccccc1OC	-15.8	0.5
CN(Cc1cccs1)C(=O)c1cccc(S(=O)(=O)N2CCCCCC2)c1	-27.9	-3.0
Cc1c(C(=O)c2ccc(Cl)cc2Cl)cnc2cc3c(cc12)OCO3	-39.9	0.0
O=C(CCNC(=O)c1ccc(Cl)cc1)NCC(c1ccco1)N1CCCC1 (configuration not stated)	6.1	-0.3
CC1CN(C(=O)c2cc(-c3ccc(Cl)s3)nc3ccccc23)CC(C)O1 (configuration not stated)	9.8	14.6
CC1CCC(NC(=O)C2CC(O)CN2S(=O)(=O)c2ccc([N+](=O)[O-])cc2)CC1 (configuration not stated)	-8.7	13.9
N/C(=N\OC(=O)c1cc([N+](=O)[O-])ccc1Cl)c1cccnc1	16.3	-20.9
CC(C)(C)c1ccccc1NC(=O)Nc1nc(C(N)c2ccccc2)cs1 (configuration not stated)	5.3	-7.4

The list is partial, so the mix of outcomes need not match the whole.
